Screens: PubChem BioAssay, several laboratories
Platelet DG rel – modulates dense granule release in human platelets | human platelet-rich plasma, SFLLRN dense granule ATP release, luminescence | inhibition, %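 (compounds screened at 7.5 µM in platelet-rich plasma)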 | hit rate 0.22% among 300,000 | AID 1663;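 active = mean replicate score, as percent of positive control, at or above 50; inconclusive = mean below 50 but at least one replicate at or above 50; inactive = mean and every replicate below 50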
HDAC3 inhib – inhibitors of human histone deacetylase 3 | O15379 | recombinant HDAC3, fluorogenic peptide/trypsin coupled, fluorescence | inhibition, % at 8.3 µM | hit rate 0.15% among 320,000; in the data active = inhibition above about 26%, passing the limit was not always enough; inconclusive = no clear call, values can overlap the other calls
Target sequence (O15379 whole entry, looked up): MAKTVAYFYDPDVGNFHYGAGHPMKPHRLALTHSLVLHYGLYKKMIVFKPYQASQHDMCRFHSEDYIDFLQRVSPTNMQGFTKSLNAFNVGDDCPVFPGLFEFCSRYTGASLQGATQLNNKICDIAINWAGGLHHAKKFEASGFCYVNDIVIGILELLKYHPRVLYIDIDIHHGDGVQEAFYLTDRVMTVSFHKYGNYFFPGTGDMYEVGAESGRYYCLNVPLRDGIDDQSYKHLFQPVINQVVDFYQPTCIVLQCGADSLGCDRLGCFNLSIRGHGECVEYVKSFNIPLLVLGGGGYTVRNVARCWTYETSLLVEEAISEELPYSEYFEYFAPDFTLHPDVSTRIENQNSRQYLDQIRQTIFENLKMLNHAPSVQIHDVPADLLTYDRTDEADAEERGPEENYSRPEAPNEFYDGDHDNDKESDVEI
HSF1 activator – increases HSF-1 driven luciferase reporter signal; NIH3T3-HGL HSF-1 luciferase reporter, MG132, 8 h; 100% = twice DMSO control signal; activation, % at 9 µM; hit rate 1.7% among 300,000;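 active = mean replicate activation of at least 50% with a set share of replicates each reaching 50%; inconclusive = only one of those two conditions met; inactive = mean below 50% and too few replicates reaching it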;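 note: 0% = median of the neutral control wells and 100% = twice that signal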
HIF act – HIF pathway transcriptional activation. U2OS HRE-luciferase reporter, luminescence; normalized: DMSO 0%, desferrioxamine 100%. activation, % at 7.5 µM (by protocol). hit rate 0.32% among 300,000. AID 1910;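 active = mean activation of at least 10% of the iron chelator positive control signal, with at least half of replicates also reaching 10%; inconclusive = mean and replicate majority disagree about reaching 10%; inactive = mean and most replicates under 10%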
aSyn 5UTR inh – 5' untranslated region of α-synuclein, MLPCN primary screen; alpha-synuclein 5'UTR reporter, inhibitor activity; inhibition, % (tested at 7.5 µM); hit rate 0.82% among 300,000; AID 1813; in the data active = inhibition above about 60%; inconclusive = no clear call, values can overlap the other calls;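 note: H4 neuroglioblastoma cells stably carrying SNCA 5'UTR luciferase fusion; 0% = DMSO wells and 100% = positive control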
HSF1 inhib – HSF1 inhibition. NIH3T3-HGL HSE-luciferase, MG132-induced, luminescence 8 h; stronger effect = lower value. activity change, negative = inhibition, % at 7.5 µM (by protocol). hit rate 0.77% among 300,000. AID 2098;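 active = more than half of replicate wells show activity change below -50%, luminescence cut by over half; inconclusive = some wells, but at most half, below -50%; inactive = no replicate well below -50%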;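 note: luciferase reports HSF-1 transcriptional activity via heat shock element; 0% = median of DMSO wells and -100% = zero luminescence signal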
HSP90 refold inh – inhibitors of HSP90 luciferase refolding in rabbit reticulocyte lysate | AID 1789 | luciferase refolding luminescence, 3 h | hit rate 0.91% among 290,000 | inhibition, % at 5.6 µM;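 active = inhibition above the screen-wide mean plus 3 SD, computed separately per campaign, cut at about 16% in these data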;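 note: 0% = DMSO wells and 100% = 60 µM geldanamycin wells; inhibitors lower the luminescence because luciferase stays unfolded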
KLF5 inh – kruppel-like factor 5 inhibition; DLD-1 KLF5 promoter-luciferase reporter, luminescence; inhibition, % at 5 µM; hit rate 0.23% among 290,000;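 active = inhibition above a per-plate limit of that plate's mean compound inhibition plus 3 SD, cut at about 60% in these data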;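 note: 0% = DMSO wells and 100% = LY294002 at 200 µM; higher means less KLF5 promoter-driven luciferase light; inactives centre near -14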
AI-2 QS modul – modulates the Vibrio harveyi AI-2 quorum sensing system; activity change, % at 7.5 µM; Vibrio harveyi JMH597 AI-2 luminescence/OD600 ratio, 9 h; stronger effect = lower value; strain lacks LuxN and CqsS sensors; 0 = neutral-control median; AID 2094; hit rate 0.4% among 300,000; in the data active = activity change below about -75%, passing the limit was not always enough; inconclusive = no clear call, values can overlap the other calls;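 note: luminescence divided by OD600 gain over 9 h not by final OD600 alone; inactives centre near 13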
IEC-6 tox – IEC-6 cytotoxicity, counter-screen for KLF5 inhibitors. AID 1825. luminescence viability. inhibition, % at 5 µM. hit rate 0.78% among 290,000; in the data active = inhibition above about 22%;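 note: 0% = plate median of test compound wells and 100% = cytotoxic reference compound wells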
Numbers without * were called inactive; ? = inconclusive; nt = not tested or not shown.

SMILES	Platelet DG rel	HDAC3 inhib	HSF1 activator	HIF act	aSyn 5UTR inh	HSF1 inhib	HSP90 refold inh	KLF5 inh	AI-2 QS modul	IEC-6 tox
Cn1c(CN2CCCCC2)nc2cc(NC(=O)c3cccc(Br)c3)ccc21	-1	3	-11	0.7	-99	7	3	-116	18	2
Cc1cc(C(=O)N/N=C/c2cccc(OC(=O)c3ccco3)c2)n[nH]1	7	7	5	0.6	5	5	5	-24	-18	-6
COc1ccc(NC(=O)/C(C#N)=C\C=C\c2ccco2)cc1	3	-1	-1	2.8	-46	-8	5	19	10	4
CCCCSCCCNC(=S)Nc1ccccc1C	-2	1	-16	0.7	8	0	2	-67	-8	4
CC1C(=O)Nc2ccccc2N1C(=O)c1ccccc1 (stereo not drawn)	8	-3	7	-0.2	18	4	3	-27	8	-2
Cn1cc(/C=C2\SC(=S)N(NC(=O)c3ccccc3Cl)C2=O)c2ccccc21	nt	10	nt	nt	nt	nt	1	-9	nt	-5
Cc1ccc(CNC(=O)CC(C)S(=O)(=O)c2ccc3c(c2)NC(=O)CS3)o1 (stereo not drawn)	-4	-1	-1	-0.3	3	-6	-1	-9	10	2
O=C(CSc1nc2c(sc3ccccc32)c(=O)n1Cc1ccccc1)NCC1CCCO1 (stereo not drawn)	-5	3	-3	-0.9	7	0	1	-12	6	0
Cc1cccc(-n2c(C)cc(/C=N/NC(=O)c3cccc([N+](=O)[O-])c3C)c2C)c1	3	0	18	-0.4	-3	1	1	4	15	-3
CC(C)(C)C(=O)NC(=S)Nc1cccc(C(=O)O)c1	7	-2	6	4.5	-161	-4	14	-182	37	-4
Cc1ccc2nc(-c3ccccn3)c(Nc3ccccc3C)n2c1	29	nt	-20	22*	38	0	4	0	36	6
CC(C)C(=O)Nc1nnc(S(=O)(=O)N2CCCc3ccccc32)s1	-10	-3	19	-0.2	-25	3	0	-21	-1	-6
CCc1nc(SCC(=O)Nc2ccc(N(C)C)cc2)c2ccccc2n1	4	-1	25	0.4	-1	14	0	6	22	0
CCC(=O)OC1(C)C(=O)C=C2C=C(c3ccsc3)OC=C2C1=O (stereo not drawn)	7	0	1	-0.7	-6	0	nt	nt	20	nt
FC(F)(F)c1cc(N2CCN(Cc3ccccc3)CC2)c2ccccc2n1	-5	1	11	-0.4	4	-5	-10	-13	0	3
Cc1ccc(C)c(S(=O)(=O)N2CCCOC2CNC(=O)C(=O)NCCc2ccco2)c1 (stereo not drawn)	-16	-11	-6	-0.1	-5	3	0	-40	19	1
COc1ccc2cc(Br)ccc2c1CC(=O)N(C)C	0	-5	11	-0.5	25	0	0	3	31	-4
O=C1C2C3CCC(C3NCc3ccccc3)C2C(=O)N1Cc1ccccc1 (stereo not drawn)	1	5	25	0.9	9	-3	0	-21	11	-2
Cc1cc(Br)ccc1NC(=O)C1CCN(C(=O)c2ccco2)CC1	-3	1	15	-0.2	9	-5	75*	3	17	-2
CCCCNc1nc(Cl)nc(Nc2ccc(C)cc2)n1	-1	4	-6	1.3	-47	-1	nt	nt	21	nt

Single entries from above.
CCCCSCCCNC(=S)Nc1ccccc1C in HSF1 inhib reads 0
Cc1ccc(CNC(=O)CC(C)S(=O)(=O)c2ccc3c(c2)NC(=O)CS3)o1 (stereo not drawn) in HSF1 activator reads -1

Additional records.
SMILES	Platelet DG rel	HDAC3 inhib	HSF1 activator	HIF act	aSyn 5UTR inh	HSF1 inhib	HSP90 refold inh	KLF5 inh	AI-2 QS modul	IEC-6 tox
CN1CCN(C(=O)c2ccc3c(c2)N(Cc2cccc(Cl)c2)C(=O)c2ccccc2S3=O)CC1 (stereo not drawn)	2	3	8	0.1	-18	4	-2	-14	10	-3
Cc1ccc(SC(CC(=O)c2ccc(C)cc2)C(=O)O)cc1 (stereo not drawn)	10	-1	27	0.0	1	14	3	-5	47	3
O=c1[nH]cnc2nc(-c3ccccc3)c(-c3ccccc3)nc12	2	-5	7	-0.8	34	4	-1	-9	5	3
COc1ccc(NS(=O)(=O)c2ccc(NC(=S)NC(=O)c3cccc(F)c3)cc2)nn1	19	6	3	-0.2	-5	-1	0	-29	43	-3
CCOC(=O)c1nnn(CC(=O)N2N=C(c3cccc4ccccc34)CC2c2ccccc2)c1C(=O)OCC (stereo not drawn)	-1	-9	39	-1.1	11	6	-2	-53	1	-1
Cc1ccc(C)c(NC(=S)Nc2ccc(S(=O)(=O)Nc3ncccn3)cc2)c1	7	-1	-12	-0.7	-25	0	-2	-1	4	4
O=C(CN1CCN(Cc2ccc(F)cc2)CC1)NCCc1ccccc1	-1	-3	-17	0.8	-11	-7	-3	-32	6	1
O=C(O)CCC(=O)N1CCN(S(=O)(=O)c2cccs2)CC1	6	0	-19	-0.1	3	-7	-1	-4	16	-8
Cc1ccc(-c2ccc(/C=C3/NC(=O)NC3=O)o2)cc1[N+](=O)[O-]	11	nt	11	-0.2	-28	8	-4	3	10	2
CCCS(=O)(=O)N1CCCC(C(=O)N2CCCCC2)C1 (stereo not drawn)	nt	-3	12	-0.9	-3	3	1	-17	12	4
CC(C)CN(CCCNC(=O)CN1N=C(c2ccc(Cl)cc2)CCC1=O)CC(C)C	0	3	-1	-31	-1	-3	-7	-73	-5	7
Cc1oc2c(c1C(=O)c1ccc(Cl)cc1)C(=O)C(=O)c1ccccc1-2	1	nt	-11	1.1	-87	7	-1	18	34	-2
COc1ccc(C(=O)Nc2cccc(NC(=O)c3ccc(OC)c(OC)c3)n2)cc1OC	3	7	-33	0.6	-17	-23	-1	-36	31	5
COc1ccc(Cc2nnc(SCC(=O)Nc3cc(Cl)ccc3C)[nH]c2=O)cc1	-65	-1	-14	0.5	4	-1	nt	nt	42	nt
COc1ccc(S(=O)(=O)NCCCCCC(=O)NCCCN2CCOCC2)cc1	5	-1	0	0.1	12	-13	5	-3	40	8
O=C(NCCCl)NNc1c(Cl)cc(Cl)cc1Cl	0	3	nt	-0.1	12	nt	1	0	24	3
Cc1ccc(C2(C)NC(=O)N(CC(=O)NC(=O)NC(C)(C)C)C2=O)cc1 (stereo not drawn)	1	2	4	?	-1	3	7	-36	7	-1
COc1ccc(C2/C(=C(/O)c3ccc(Cl)cc3)C(=O)C(=O)N2CCN2CCOCC2)c(OC)c1 (stereo not drawn)	-5	-3	21	-0.1	-10	1	6	-15	23	2
COc1cc2[nH]c(=O)n(Cc3ccc(C(=O)NC4CCN(Cc5ccccc5)CC4)cc3)c(=O)c2cc1OC	11	-8	-6	-0.4	-3	-3	3	3	-3	4
COC(=O)CC1C(=O)NCCN1C(=S)NC(=O)c1sc2ccccc2c1Cl (stereo not drawn)	6	0	-4	-0.4	-17	0	0	-10	10	7
O=C1CCC(=O)N1c1ccc(S(=O)(=O)Nc2cccc([N+](=O)[O-])c2)cc1	2	-8	0	0.4	-20	-3	-3	-24	10	0
COCCNC(=O)CN(c1cc(Cl)ccc1OC)S(=O)(=O)c1ccc(C)c([N+](=O)[O-])c1	5	-3	-10	-0.5	10	-7	-3	-9	21	-2
COc1cc(CNn2cnnc2)ccc1OCC(=O)NC1CCCCC1	-2	12	6	-0.2	-4	0	5	-27	1	6
CCC1(C)SC(NC(C)=O)=NN1C(C)=O (stereo not drawn)	-3	-2	13	0.1	-27	0	1	-37	25	2
CCN(CC)S(=O)(=O)c1cc(NC(=O)C2Cc3ccccc3C(=O)O2)ccc1C (stereo not drawn)	?	-1	30	1.0	-31	13	-5	-36	1	-9
CCOC(=O)c1c(NC(=O)c2ccn(CC)n2)sc2c1CCCC2	0	3	42	0.3	-1	3	3	-12	15	8
CCc1sc(C(=O)Nc2ncccc2C)cc1C	-6	5	-3	2.2	-67	-1	-3	-5	15	1
CCC1Sc2ccc(S(=O)(=O)CCC(=O)NC3CCCCCC3)cc2NC1=O (stereo not drawn)	-54	6	-3	-0.1	13	-7	-3	-19	27	-5
COc1nc(N/N=C/c2ccccc2F)nc(N2CCCCC2)n1	6	7	-1	0.3	-20	-4	1	-20	19	0
CCCCC(=O)Nc1ccc(C(=O)NCC(=O)OC)cc1	-9	5	0	-0.3	11	-1	-2	-16	11	3
COc1ccc(OCC(=O)N/N=C(\C)c2cc3ccccc3o2)cc1	10	7	3	0.5	-38	6	0	-33	5	-6
O=C(NCCCN1CCCC1=O)c1cccs1	10	nt	-31	0.1	3	-11	-1	-16	14	5
Cc1ccc(O)c(/C=N/NC(=O)COc2ccc3c(C)cc(=O)oc3c2)c1	1	-3	15	0.2	15	0	-2	1	21	0
CCOC(=O)[C@@H]1[C@H]2COc3ccc(Br)cc3[C@H]2N2C(=O)N(c3ccc(C)cc3)C(=O)[C@]12C	-2	15	7	0.9	0	5	5	-3	35	-4
O=C(NCc1ccc2c(c1)OCO2)c1cnc2ccccn2c1=O	-13	3	-8	-0.2	-38	-9	-2	5	24	3
CCCCC(CC)C(=O)Nc1cc(C(=O)NCCC)ccc1N1CCC2(CC1)CC(c1cccc(Br)c1)=NO2 (stereo not drawn)	-3	-12	0	0.3	15	15	nt	nt	11	nt
CC(=O)N1CCN(c2ccc(NC(=O)c3cc(Cl)ccc3Cl)cc2)CC1	0	-3	-39	1.0	1	-16	-1	-5	5	-7
COc1ccc(/C=C/C(=O)c2ccccc2)cc1Cn1nnc2ccccc21	-9	-3	5	0.4	22	15	0	-16	3	0
Cc1ccc(-c2cc(C(=O)Nc3cc(C)ccc3O)no2)cc1	4	-2	41	1.6	-183	26	4	-61	-15	0
O=C(Cn1nnc(-c2ccccc2)n1)OCc1csc(-c2ccccc2)n1	8	-4	8	-0.5	-43	2	1	-41	17	-3
CC1(C)CC(=O)C2=C(C1)OC(N)=C(C#N)C21CCC2(CC1)OCCO2	8	0	8	-0.1	7	-9	2	-9	21	-1
CCOC(=O)c1c(N)sc(=S)c2c1CCC2	3	5	-17	2.2	-2	-3	3	11	-2	-20
COc1ccc(CCN2C(=O)CC(Sc3ncccc3C(=O)O)C2=O)cc1OC (stereo not drawn)	-8	2	4	-0.6	-10	-1	4	-14	10	-6
Cn1cc(-c2ccccc2)cc(C#N)c1=O	-13	-26	7	0.0	1	5	2	-14	20	2
CSc1ccccc1NC(=O)c1ccc(Cl)s1	1	4	12	1.2	-37	6	-3	-15	13	-1
O=C(Nc1ccc([N+](=O)[O-])cc1)N1CCN(C(=O)C2CCCO2)CC1 (stereo not drawn)	-7	4	-13	1.3	1	0	1	-3	18	-6
CCN(CC)c1ccc(/C=N/NC(=O)c2c(Cl)c(C)nn2C)cc1	-7	-2	-8	0.0	21	8	-3	1	4	-2
Cc1ccc(NC2CCCN(C(=O)c3cn4cccc(C)c4n3)C2)cc1C (stereo not drawn)	-3	-2	12	-0.4	11	-1	-1	-15	-4	4
Cc1ccc(C(=O)NCCCNC(=O)c2ccc(Cl)cc2)cn1	5	4	-14	-0.4	21	-3	-3	2	14	-1
O=C(COC(=O)CCC1CCCC1)Nc1ccccc1OC(F)F	5	4	-12	-0.4	7	2	0	-22	4	-3
COc1cccc(C2CC(c3ccccc3)Nc3nc(N)nn32)c1 (stereo not drawn)	0	0	-5	-0.1	8	-3	1	-6	4	-2
Cc1cc(=O)oc2c1ccc1ccccc12	-7	-5	15	-22	-18	1	-1	-53	16	0
